MCF10A rereplic – A quantitative high throughput screen for small molecules that induce DNA re-replication in MCF 10a normal breast cells; MCF 10A DNA re-replication, Hoechst nuclear intensity, 48 h; Potency, µM (highest dose often 46.1 µM), without a hit: at the highest dose activity, positive = re-replication, actives largely listed as activators; 350,000 tested, 2.9% active; AID 624296, 2012; also: potency is read from the fitted curve at half-maximal effect; % of control where 0% means no effect; nearly all actives have a fitted effect of over 50% in size
SW480 rereplic – A quantitative high throughput screen for small molecules that induce DNA re-replication in SW480 colon adenocarcinoma cells | Potency, µM (top dose mostly 46.1 µM), for inactives: top-dose re-replication activation, actives largely listed as activators | 340,000 tested, 1.8% active | SW480 DNA re-replication, Hoechst DNA content imaging, 48 h | AID 624297, 2012; also: potency is read from the fitted curve at half-maximal effect; % of control where 0% means no effect; nearly all actives have a fitted effect of over 55% in size
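SW480 cells exposed to compounds for 48 hr at 37 C, 5% CO2, then Hoechst-stained 40 min. Nuclear DNA content imaged by fluorescence scanning (405 nm excitation, 500-530 nm emission); re-replication scored as increased high-intensity nuclei.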
HT1080 IDH1KD tx – qHTS for induction of synthetic lethality in tumor cells producing 2HG: qHTS for the HT-1080-IDH1KD cell line | HT-1080 IDH1 knockdown viability, ATP luminescence, 48 h | Potency, µM (titrated, usually from 46.1 µM), without a hit: at the highest dose activity, negative = toxicity, most hits filed as cytotoxic | 360,000 tested, 2% active;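 also: potency is read from the fitted curve at half-maximal effect; 0% = DMSO wells and -100% = cell-free medium wells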
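Cytotoxicity counter-line: IDH1KD HT-1080, 48 h, CellTiter-Glo. Curves classed by r2, magnitude and activity.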
HT1080NT lethal – qHTS for induction of synthetic lethality in tumor cells producing 2HG: qHTS for the HT-1080-NT fibrosarcoma cell line; HT-1080-NT fibrosarcoma viability, CellTiter-Glo ATP luminescence, 48 h; Potency, µM (series often up to 46.1 µM), for inactives: at the highest dose activity, negative = less viability, actives largely listed as cytotoxic; 360,000 tested, 1.6% active;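 also: NT is the 2HG producing partner of a matched IDH1 knockdown line; potency is read from the fitted curve at half-maximal effect; 0% = DMSO-treated cells and -100% = media-only wells without cells; nearly all actives have a fitted effect of over 55% in size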
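Viability by CellTiter-Glo luminescence after 48 h compound exposure at 37C of HT-1080-NT cells (750/well, RPMI, 5% FBS). % activity scaled between DMSO wells and medium-only wells, then curve-fitted and categorized by curve class.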
S2 tox – Viability Counterscreen for Primary qHTS for Inhibitors of ATXN expression | S2 cells (HEK-293 line with an ATXN2-luciferase reporter) viability, CellTiter-Fluor protease fluorescence, 24 h | Potency, µM (titrated, usually from 56.7 µM), most hits filed as cytotoxic | 400,000 tested, 0.49% active; also: potency is read from the fitted curve at half-maximal effect; nearly all actives have a fitted effect of over 40% in size
KB-3-1 cytotox – qHTS assay for MDR1-selective chemotherapeutics: Primary screen using the parental adenocarcinoma cell KB-3-1; Potency, µM (titrated, usually from 46.1 µM), for the others: top-dose activity change, negative = cytotoxic, most hits filed as cytotoxic; AID 1347075, 2019; 400,000 tested, 1.4% active; KB-3-1 viability, CellTiter-Glo ATP luminescence, 72 h; also: potency is read from the fitted curve at half-maximal effect; % is scaled to controls: 0 for no effect and ±100 for the full control effect; nearly all actives have a fitted effect of over 60% in size
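Using CellTiter-Glo luminescence, growth of non-resistant KB-3-1 adenocarcinoma cells is assessed 72 h after pin-tool compound addition at 37 °C. Normalized responses across the concentration series yield fitted curves.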
KB-V1 MDR tox – qHTS assay for MDR1-selective chemotherapeutics: Primary screen using the drug-selected MDR subline cells KB-V1 | AID 1347076, 2019 | KB-V1 MDR cells viability, CellTiter-Glo, 72 h | Potency, µM (series often up to 46.1 µM), without a hit: at the top dose activity change, negative = cytotoxicity, usual class: cytotoxic | 400,000 tested, 3.4% active; also: potency is read from the fitted curve at half-maximal effect; % is scaled to controls: 0 for no effect and ±100 for the full control effect; nearly all actives have a fitted effect of over 60% in size
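Drug-selected KB-V1 cells, grown in DMEM lacking phenol red with 10% FBS, receive compound titrations; after three days at 37 degrees C, surviving cell ATP is quantified by CellTiter-Glo luminescence and responses normalized and curve-fitted.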
IL1B secr inh – qHTS for Inhibitors of Inflammasome Signaling: IL-1-beta AlphaLISA Primary Screen. THP-1 LPS/ATP IL-1B secretion, AlphaLISA, 16 h; stronger effect = lower value. activity change, % at 57.5 µM. 360,000 tested, 4.7% active; in the data active = activity change below about -50%; inconclusive = mostly about -30% to -49%; also: % is scaled to controls: 0 for no effect and ±100 for the full control effect
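THP-1 cells pretreated 1 hr with compounds (up to 57.5 uM final), then stimulated with LPS (250 ng/mL final) plus ATP (1.25 mM final); secreted IL-1B measured by AlphaLISA after 16 hr, decreased signal indicating inhibition.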
ATXN2 expr inh – Primary qHTS for Inhibitors of ATXN expression; Potency, µM (series often up to 57 µM), for inactives: at the highest dose activity change, negative = inhibition, hits mostly inhibitors; AID 1745845, 2022; 360,000 tested, 0.72% active; HEK-293 ATXN2-luciferase reporter, luminescence, 24 h; also: potency is read from the fitted curve at half-maximal effect; % is scaled to controls: 0 for no effect and ±100 for the full control effect; nearly all actives have a fitted effect of over 55% in size
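qHTS (up to 57 uM final) was run with 24 h compound exposure of reporter cells at 37 °C. Each well was multiplexed: SteadyGlo luminescence measured ATXN2-luciferase expression after a fluorogenic Gly-Phe-AFC viability readout (25 uM final).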
Starred values were filed as active, the others as inactive; [ ] = remark or other dose. Unless noted, calls follow the shape of the dose curve; as a rule, active = well fitted curve in the direction sought with a large enough effect; inconclusive = small, poorly fitted or top-dose-only effect, or another doubt; inactive = no such curve, though single readings can be large; an effect the other way counts as inactive or inconclusive.

Screening O=C(Nc1cccc(C(=O)Nc2ccccc2F)c1)c1ccccc1 returned MCF10A rereplic 0%, SW480 rereplic 0%, HT1080 IDH1KD tx 1%, HT1080NT lethal -5%, S2 tox inactive, KB-3-1 cytotox 11%, KB-V1 MDR tox inconclusive, IL1B secr inh -11 and ATXN2 expr inh -8%.
CCN(CC(=O)Nc1ccc(OC)cc1)CC(=O)Nc1ccc(Br)cc1F was read as MCF10A rereplic -26%, SW480 rereplic -26%, HT1080 IDH1KD tx -16%, HT1080NT lethal -1%, S2 tox inactive, KB-3-1 cytotox 17%, KB-V1 MDR tox -9%, IL1B secr inh 9 and ATXN2 expr inh -14%.
Screening O=C(c1cc(Cl)nc2ccccc12)N1CCN(S(=O)(=O)c2cccc(F)c2)CC1 returned MCF10A rereplic 4%, SW480 rereplic 0%, HT1080 IDH1KD tx -5%, HT1080NT lethal -7%, S2 tox inactive, KB-3-1 cytotox -5%, KB-V1 MDR tox 0%, IL1B secr inh -3 and ATXN2 expr inh 1%.
For O=C1CCCN1C(=O)COc1ccccc1[N+](=O)[O-] the results were MCF10A rereplic -1%, SW480 rereplic inconclusive, HT1080 IDH1KD tx 7%, HT1080NT lethal 2%, S2 tox inactive, KB-3-1 cytotox -2%, KB-V1 MDR tox -3%, IL1B secr inh 5 and ATXN2 expr inh -3%.
Cc1cc(C)c(OCC(=O)OC(C)C(=O)NCc2ccccc2)c(C)c1 (configuration not stated) was read as MCF10A rereplic -2%, SW480 rereplic 4%, HT1080 IDH1KD tx 4%, HT1080NT lethal 5%, S2 tox inconclusive, KB-3-1 cytotox 1%, KB-V1 MDR tox 30%, IL1B secr inh 9 and ATXN2 expr inh 1%.
Screening O=C(Nc1ccncc1)C1CCN(S(=O)(=O)c2c(Cl)cccc2Cl)CC1 returned MCF10A rereplic 16%, SW480 rereplic -6%, HT1080 IDH1KD tx 1%, HT1080NT lethal -1%, S2 tox inactive, KB-3-1 cytotox -15%, KB-V1 MDR tox -10%, IL1B secr inh 21 and ATXN2 expr inh 5%.
O=S(=O)(c1ccc(SCc2ccccc2)nc1)N1CCCCCC1 was read as MCF10A rereplic 3%, SW480 rereplic -1%, HT1080 IDH1KD tx -7%, HT1080NT lethal -3%, S2 tox inactive, KB-3-1 cytotox -9%, KB-V1 MDR tox -12% and IL1B secr inh 45.
O=[N+]([O-])c1cc(S(=O)(=O)N2CCCC2)ccc1N/N=C/c1cccnc1 was read as MCF10A rereplic -3%, SW480 rereplic 0%, HT1080 IDH1KD tx 19%, HT1080NT lethal 20%, S2 tox inactive, KB-3-1 cytotox -5%, KB-V1 MDR tox -9%, IL1B secr inh 18 and ATXN2 expr inh -19%.
Screening Cc1cccc(NCc2ccc(N(C)C)cc2)n1 returned MCF10A rereplic 1%, SW480 rereplic 4%, HT1080 IDH1KD tx 28%, HT1080NT lethal 22%, S2 tox inactive, KB-3-1 cytotox -1%, KB-V1 MDR tox -6%, IL1B secr inh -15 and ATXN2 expr inh 7%.
Cc1ccc(Nc2c3c(nc4ccccc24)CCC3)cc1F was read as S2 tox 28µM*, KB-3-1 cytotox 21µM*, KB-V1 MDR tox 0% and ATXN2 expr inh 0%.
For CCOC(=O)c1c(C2CC2)csc1NC(=O)COC(=O)c1ccc[n+]([O-])c1 the results were MCF10A rereplic -2%, SW480 rereplic -1%, HT1080 IDH1KD tx 1%, HT1080NT lethal 1%, S2 tox inactive, KB-3-1 cytotox 5%, KB-V1 MDR tox -28%, IL1B secr inh -3 and ATXN2 expr inh 5%.
For CN(C(=O)COC(=O)c1ccc(Br)o1)c1c(N)n(Cc2ccccc2)c(=O)[nH]c1=O the results were MCF10A rereplic 1%, SW480 rereplic -8%, HT1080 IDH1KD tx 9%, HT1080NT lethal 9%, S2 tox inactive, KB-3-1 cytotox 14%, KB-V1 MDR tox 16%, IL1B secr inh -1 and ATXN2 expr inh -3%.
Screening COc1cc(CCC(=O)OCC(=O)Nc2ccc(F)c(F)c2)cc(OC)c1OC returned MCF10A rereplic 5%, SW480 rereplic 2%, HT1080 IDH1KD tx -3%, HT1080NT lethal -1%, S2 tox inactive, KB-3-1 cytotox -2%, KB-V1 MDR tox -9%, IL1B secr inh 7 and ATXN2 expr inh -2%.
Cc1cc(C)c(COCc2cc(/C=N/O)c(C)cc2C)cc1/C=N/O was read as MCF10A rereplic -3%, SW480 rereplic 1%, HT1080 IDH1KD tx inconclusive, HT1080NT lethal inconclusive, S2 tox inconclusive, KB-3-1 cytotox -5%, KB-V1 MDR tox 0%, IL1B secr inh -83* and ATXN2 expr inh inconclusive.
`C/C(=N/OC(=O)c1ccccc1)c1oc(C)nc1C` gave MCF10A rereplic -2%, SW480 rereplic 1%, HT1080 IDH1KD tx 2%, HT1080NT lethal -5%, S2 tox inactive, KB-3-1 cytotox -1%, KB-V1 MDR tox -6%, IL1B secr inh -6 and ATXN2 expr inh -1%.
For Cc1nnc(NC(=O)C2CCCO2)s1 (configuration not stated) the results were MCF10A rereplic -1%, SW480 rereplic -1%, HT1080 IDH1KD tx 7%, HT1080NT lethal 15%, S2 tox inactive, KB-3-1 cytotox -4%, KB-V1 MDR tox 20%, IL1B secr inh 17 and ATXN2 expr inh -3%.
COc1ccc(-c2csc3ncnc(N4CCN(c5cccc(Cl)c5)CC4)c23)cc1 was read as MCF10A rereplic inconclusive, SW480 rereplic inconclusive, HT1080 IDH1KD tx -11%, HT1080NT lethal -1%, S2 tox inconclusive, IL1B secr inh 10 and ATXN2 expr inh inconclusive.
For COc1ccc(-c2c(C)oc3c(CN4CCCCC4C)c(O)ccc3c2=O)cc1OC (configuration not stated) the results were MCF10A rereplic 1%, SW480 rereplic 1%, HT1080 IDH1KD tx 3%, HT1080NT lethal 1%, S2 tox inactive, KB-3-1 cytotox -5%, KB-V1 MDR tox 1%, IL1B secr inh -9 and ATXN2 expr inh -11%.
O=C(NNC(=O)C1CCCO1)c1ccc(F)cc1 (configuration not stated) was read as MCF10A rereplic 5%, SW480 rereplic 4%, HT1080 IDH1KD tx 3%, HT1080NT lethal 3%, S2 tox inactive, KB-3-1 cytotox -4%, KB-V1 MDR tox 0%, IL1B secr inh 23 and ATXN2 expr inh 8%.
For O=[N+]([O-])c1ccc(S(=O)(=O)N2CCn3cccc3C2c2ccccc2F)cc1 (configuration not stated) the results were S2 tox inactive, KB-3-1 cytotox 0%, KB-V1 MDR tox 0% and ATXN2 expr inh -16%.
CSc1nc(C)cc(OCC#N)n1 was read as MCF10A rereplic -1%, SW480 rereplic 0%, HT1080 IDH1KD tx 3%, HT1080NT lethal -1%, S2 tox inactive, KB-3-1 cytotox -3%, KB-V1 MDR tox 30%, IL1B secr inh -22 and ATXN2 expr inh -5%.
`Cc1ccc(NC(=O)CN2CCN(c3ccccc3F)CC2)cc1F` gave S2 tox inactive, KB-3-1 cytotox 6%, KB-V1 MDR tox 5% and ATXN2 expr inh -5%.
CCC(=O)Nc1cc(NC(=O)CSc2nnc(C(C)C)n2CC)ccc1C was read as MCF10A rereplic -4%, SW480 rereplic 1%, HT1080 IDH1KD tx 1%, HT1080NT lethal 5%, S2 tox inconclusive, KB-3-1 cytotox 9%, KB-V1 MDR tox 23%, IL1B secr inh 91 and ATXN2 expr inh 3%.
Screening COc1ccc(NC(=S)N(Cc2ccc(Cl)cc2)Cc2ccc(C(=O)O)cc2)cc1Cl returned MCF10A rereplic 8%, SW480 rereplic -71%[inhibitor], HT1080 IDH1KD tx 2%, HT1080NT lethal -14%, S2 tox inactive, KB-3-1 cytotox -3%, KB-V1 MDR tox 20% and IL1B secr inh 4.
For COc1cc(/C=C2\N=C3CCCCCN3C2=O)ccc1O the results were MCF10A rereplic 6%, SW480 rereplic 3%, HT1080 IDH1KD tx -3%, HT1080NT lethal 5%, S2 tox inconclusive, KB-3-1 cytotox 8%, KB-V1 MDR tox -17%, IL1B secr inh -5 and ATXN2 expr inh 79%[activator].
O=C1c2ccccc2-n2c1nc1ccccc1c2=O was read as MCF10A rereplic 8%, SW480 rereplic 1.2µM*, HT1080 IDH1KD tx -9%, HT1080NT lethal -3%, S2 tox inactive, KB-3-1 cytotox inconclusive, KB-V1 MDR tox inconclusive, IL1B secr inh -5 and ATXN2 expr inh -7%.
For COc1ccc(S(=O)(=O)NCCc2sc(C)nc2C)cc1F the results were S2 tox inactive, KB-3-1 cytotox inconclusive, KB-V1 MDR tox 16µM* and ATXN2 expr inh -19%.
OCC[C@@H]1C[C@H](O)[C@@H](O)[C@]2(CCCCO2)O1 was read as MCF10A rereplic 2%, SW480 rereplic 0%, HT1080 IDH1KD tx -1%, HT1080NT lethal -3%, S2 tox inactive, KB-3-1 cytotox 39%, KB-V1 MDR tox 7%, IL1B secr inh 0 and ATXN2 expr inh 8%.
For CCC(C)[C@H](NC(=O)N1CC(=O)Nc2ccccc21)C(=O)N[C@@H](C(=O)O)c1ccccc1 (some centres not stated) the results were MCF10A rereplic 24%, SW480 rereplic -3%, HT1080 IDH1KD tx 14%, HT1080NT lethal 9%, S2 tox inactive, KB-3-1 cytotox -4%, KB-V1 MDR tox 23%, IL1B secr inh 3 and ATXN2 expr inh 8%.

Bioassay records as filed in PubChem.
